VP16 counter: VP16 counterscreen qHTS for inhibitors of ROR gamma transcriptional activity | Drosophila S2 Gal4-VP16 UAS-luciferase, luminescence, 20 h | AID 2546, 2010 | Potency, µM (series often up to 53.6 µM), without a hit: at the top dose activity, negative = inhibition, hits mostly inhibitors | actives 3.5% (n = 310,000);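 note: Gal4-VP16 expression switched on by copper sulfate through the metallothionein promoter; potency is the fitted concentration of half-maximal effect; % is set by controls: 0 for no effect and ±100 for the full control effect; nearly all actives have a fitted effect of over 50% in size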
Rab9 prom act: qHTS Assay for Rab9 Promoter Activators | Huh7 Rab9 promoter-luciferase reporter, luminescence, 24 h | Potency, µM (highest dose often 9.22 µM), for inactives: at the highest dose activation, negative = inhibition, hits mostly activators | actives 2.8% (n = 320,000) | AID 485297, 2010; note: potency is the fitted concentration of half-maximal effect; % of control where 0% means no effect; nearly all actives have a fitted effect of over 60% in size
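Steps: seed 1500 Huh7 Rab9-luc cells per well, rest 2 h at 37 °C; add compound in DMSO; incubate 24 h; add luciferase reagent, 10 min ambient; read luminescence.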
RORgamma inh: qHTS for inhibitors of ROR gamma transcriptional activity; actives 5.4% (n = 310,000); Drosophila S2 Gal4-RORgamma UAS-luciferase reporter, 20 h; AID 2551, 2010; Potency, µM (highest dose often 53.6 µM), inactives show at the highest dose activity change, negative = inhibition, usual class: inhibitors; note: potency is the fitted concentration of half-maximal effect; % is set by controls: 0 for no effect and ±100 for the full control effect; nearly all actives have a fitted effect of over 60% in size
Target sequence (P51450 whole entry, looked up, the tested form may be a part): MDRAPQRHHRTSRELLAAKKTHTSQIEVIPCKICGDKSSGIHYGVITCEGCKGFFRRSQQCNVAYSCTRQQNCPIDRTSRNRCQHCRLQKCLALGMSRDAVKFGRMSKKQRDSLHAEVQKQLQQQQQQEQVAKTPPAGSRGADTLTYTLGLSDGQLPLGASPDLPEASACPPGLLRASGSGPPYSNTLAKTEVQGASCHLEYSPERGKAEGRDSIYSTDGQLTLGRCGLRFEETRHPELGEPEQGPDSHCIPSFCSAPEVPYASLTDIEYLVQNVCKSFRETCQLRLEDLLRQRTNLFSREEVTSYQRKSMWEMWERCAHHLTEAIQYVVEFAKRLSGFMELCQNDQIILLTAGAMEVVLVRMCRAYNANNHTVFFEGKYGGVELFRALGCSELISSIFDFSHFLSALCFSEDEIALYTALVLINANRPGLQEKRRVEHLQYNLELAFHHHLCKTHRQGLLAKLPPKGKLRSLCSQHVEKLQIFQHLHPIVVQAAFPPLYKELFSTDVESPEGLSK
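A Gal4/UAS one-hybrid system in insect cells: metallothionein-promoter Gal4–ROR gamma fusion plus Photinus luciferase reporter. Copper sulfate 700 uM final, 20 hr ambient incubation, luminescent detection after 10 min with reagent.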
ELG1 genotox: qHTS screen for small molecules that induce genotoxicity in human embryonic kidney (HEK293T) cells expressing luciferase-tagged ELG1 | actives 1.3% (n = 330,000) | Potency, µM (doses to about 46 µM), without a hit: top-dose activity change, positive = activation, hits mostly activators | HEK293T ELG1-luciferase reporter, luminescence, 16 h; note: potency is the fitted concentration of half-maximal effect; % of control where 0% means no effect; nearly all actives have a fitted effect of over 60% in size
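Screening used a luciferase reporter fused to human ELG1 in HEK293T cells. Luminescence was read on a CCD plate imager after 16 hr exposure and 30 min ONE-Glo incubation.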
uPA surface inh: qHTS for Inhibitors of Cell Surface uPA Generation. cell surface uPA generation assay, qHTS. Potency, µM (series often up to 38.3 µM), inactives show top-dose activity change, negative = inhibition, actives largely listed as inhibitors. actives 0.31% (n = 330,000). AID 540303, 2011; active = well fitted inhibition curve with a large enough effect; inconclusive = small, poorly fitted or top-dose-only effect; inactive = no such curve, though single readings can be large or run the other way; tested in mouse RAW 264.7 cells; note: potency is the fitted concentration of half-maximal effect; % is set by controls: 0 for no effect and ±100 for the full control effect; nearly all actives have a fitted effect of over 55% in size
Tb PFK inh: qHTS Assay to Find Inhibitors of T. brucei phosphofructokinase. ATP-dependent 6-phosphofructokinase (Trypanosoma brucei brucei), O15648. T. brucei PFK, ADP-Glo luminescence. Potency, µM (titrated, usually from 57.5 µM), for inactives: at the highest dose activity, negative = inhibition, actives largely listed as inhibitors. actives 0.17% (n = 330,000). AID 485367, 2010;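 note: potency is the fitted concentration of half-maximal effect; 0% = uninhibited 1x PFK enzyme wells and -100% = no-enzyme wells; nearly all actives have a fitted effect of over 60% in size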
Target sequence (O15648 whole entry, looked up): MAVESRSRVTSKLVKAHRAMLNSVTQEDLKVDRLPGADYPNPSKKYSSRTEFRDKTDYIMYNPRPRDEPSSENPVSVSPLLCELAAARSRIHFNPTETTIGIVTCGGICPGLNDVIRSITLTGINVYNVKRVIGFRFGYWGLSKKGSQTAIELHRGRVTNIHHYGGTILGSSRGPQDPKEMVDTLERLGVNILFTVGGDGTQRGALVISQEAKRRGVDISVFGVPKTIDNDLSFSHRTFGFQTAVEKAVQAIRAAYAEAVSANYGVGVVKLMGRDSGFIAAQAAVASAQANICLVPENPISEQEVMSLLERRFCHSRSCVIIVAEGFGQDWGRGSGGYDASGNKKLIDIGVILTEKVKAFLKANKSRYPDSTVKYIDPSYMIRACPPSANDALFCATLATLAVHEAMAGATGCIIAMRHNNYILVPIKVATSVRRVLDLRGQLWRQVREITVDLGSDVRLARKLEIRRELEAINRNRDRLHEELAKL
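1.25 nM PFK with 0.5 mM F6P and 0.1 mM ATP in 0.1 M TEA pH 8.0, 5 mM MgCl2, incubated 45 min at room temperature; ADP measured by ADP-Glo luminescence; compounds titrated up to 57 uM.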
NPC1 prom act: qHTS Assay for NPC1 Promoter Activators. Huh7 NPC1 promoter luciferase reporter, 24 h. Potency, µM (doses to about 9.22 µM), inactives show top-dose activation, hits mostly activators. actives 2.4% (n = 320,000). AID 485313, 2010;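 note: potency is the fitted concentration of half-maximal effect; % of control where 0% means no effect; nearly all actives have a fitted effect of over 60% in size; reporter is driven by a mutant NPC1 promoter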
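Luciferase expression driven by the NPC1 promoter was measured in stably transfected Huh7 cells after a 24 h compound incubation, using a luciferase reagent and a luminescence read.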
KCNH2 3.1 block: qHTS for Inhibitors of KCHN2 3.1: Mutant qHTS; U2OS KCNH2 3.1, thallium flux FluxOr; active compounds read low; activity change, % (tested at about 1.8 µM); actives 0.95% (n = 340,000); AID 720553, 2013;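 active = maximum activity change below -70%; inconclusive = maximum activity change from -70% to -50%; inactive = maximum activity change above -50%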;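 note: thallium influx rate constant from kinetic fluorescence after stimulation buffer; % is set by controls: 0 for no effect and ±100 for the full control effect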
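Kinetic fluorescence (2 min after stimulation buffer) measures Tl+ influx through KCNH2 3.1 expressed by viral transduction in U2OS cells; the rate constant is normalized against DMSO controls serving as positive and negative references.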
FBPA coupling cs: qHTS Assay for Inhibitors of Fructose-1,6-bisphosphate Aldolase from Giardia Lamblia: Coupling assay counterscreen; coupling enzyme system counterscreen, AmpLite Red fluorescence; activity change, negative = inhibition, % at 58.2 µM, hits read low; actives 0.67% (n = 290,000); AID 2472, 2010; in the data active = activity change below about -30%; note: % is set by controls: 0 for no effect and ±100 for the full control effect
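Counterscreen of the coupled detection system alone, without aldolase: glyceraldehyde-3-phosphate coupling enzymes plus AmpLite Red readout. Compounds at 57.5 uM final, 10 min RT preincubation, 20 min RT reaction, fluorescence 525/598 nm.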
FLuc modulator: qHTS profiling assay for firefly luciferase inhibitor/activator using purifed enzyme and Km concentrations of substrates (counterscreen for miR-21 project); Luciferin 4-monooxygenase (Photinus pyralis), P08659; purified FLuc, Km substrates, luminescence inhibition; actives 6.9% (n = 360,000); Potency, µM (titrated, usually from 57.5 µM), for the others: at the top dose activity change, negative = inhibition, most hits filed as inhibitors;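 note: potency is the fitted concentration of half-maximal effect; plate controls were vehicle for no effect and reference inhibitor for full effect; nearly all actives have a fitted effect of over 55% in size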
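Purified P. pyralis luciferase, 10 nM final, with Km-level 10 uM D-luciferin and 10 uM ATP in 50 mM Tris acetate pH 7.5, 10 mM Mg acetate, 0.01% Tween-20, 0.05% BSA; 6-point qHTS titration about 60 µM downward; luminescence read.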
Giardia killer: Small Molecules that selectively kill Giardia lamblia: qHTS; actives 0.15% (n = 340,000); activity change, % at 7.66 µM, hits read low; AID 540267, 2011; Giardia lamblia trophozoite viability; in the data active = activity change below about -80%; inconclusive = between about -30% and that limit;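 note: parasites exposed to compound for two days anaerobically before the ATP read; % is set by controls: 0 for no effect and ±100 for the full control effect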
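Luminescent ATP signal served as the viability read-out, measured 15-30 min after adding ATP detection reagent to trophozoites that had been incubated with compounds for 48 hrs at 37 deg C anaerobically at 100 cells/well.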
The depositor's hits bear a star; [ ] = dose if it differs, or a comment. Unless noted, calls come from the whole dose curve; as a rule, active = well fitted curve in the direction sought with a large enough effect; inconclusive = small, poorly fitted or top-dose-only effect, or another doubt; inactive = no such curve, though single readings can be large; an effect the other way counts as inactive or inconclusive.

For CCCCCCCCCC(=O)NNC(=O)c1c(O)c2ccccc2n(CC)c1=O the results were VP16 counter 0%, Rab9 prom act -1%, RORgamma inh -11%, ELG1 genotox -11%, uPA surface inh -4%, Tb PFK inh 1%, NPC1 prom act -1%, KCNH2 3.1 block 5, FBPA coupling cs 4, FLuc modulator -1% and Giardia killer -17.
O=C(/C=C/c1cccc([N+](=O)[O-])c1)c1cccs1 was read as VP16 counter inconclusive, Rab9 prom act 15%, RORgamma inh inconclusive, ELG1 genotox -14%, uPA surface inh -12%, Tb PFK inh -2%, NPC1 prom act 14%, FBPA coupling cs -3, FLuc modulator inconclusive and Giardia killer -23.
CC(=O)C1=C(c2ccccc2)OC(N)=C(C#N)C1c1ccccc1F (stereo not given) was read as VP16 counter 1%, Rab9 prom act -5%, RORgamma inh -32%, ELG1 genotox 0%, uPA surface inh -8%, Tb PFK inh 5%, NPC1 prom act 0%, KCNH2 3.1 block 15, FBPA coupling cs -10, FLuc modulator -18% and Giardia killer -6.
Screening Cc1ccc(NS(=O)(=O)c2cccc(C(=O)NC3CC3)c2)c(C)c1 returned ELG1 genotox 0%, uPA surface inh -12%, Tb PFK inh 0%, KCNH2 3.1 block -9 and Giardia killer -3.
For CN(C)C1=NC[C@H](Cc2ccccc2)N1CC1CCCCC1 the results were Rab9 prom act 0%, ELG1 genotox -10%, uPA surface inh inconclusive, Tb PFK inh 16%, NPC1 prom act -5%, KCNH2 3.1 block 11, FLuc modulator -1% and Giardia killer -13.
`O=C(NCc1ccc(Cl)cc1)c1nccnc1CO` gave VP16 counter 1%, Rab9 prom act -11%, RORgamma inh 16%, ELG1 genotox 1%, uPA surface inh 4%, Tb PFK inh inconclusive, NPC1 prom act 0%, KCNH2 3.1 block -4, FBPA coupling cs -2, FLuc modulator 1% and Giardia killer -20.
`COc1ccccc1CN1CC(C(=O)NCc2c(F)ccc(C)c2F)CCC1=O` (stereo not given) gave VP16 counter 0%, Rab9 prom act inconclusive, RORgamma inh inconclusive, ELG1 genotox inconclusive, uPA surface inh -5%, Tb PFK inh -5%, NPC1 prom act inconclusive, KCNH2 3.1 block -5, FLuc modulator 30µM* and Giardia killer 4.
For O=C(Nc1cccc(Cl)c1)NC1CCCCC1 the results were VP16 counter 4%, Rab9 prom act inconclusive, RORgamma inh 36%, ELG1 genotox 8%, uPA surface inh -2%, Tb PFK inh -1%, NPC1 prom act inconclusive, KCNH2 3.1 block -13, FBPA coupling cs -1, FLuc modulator inconclusive and Giardia killer 14.
For COc1ccc(C)cc1NC(=O)CSc1nnc(-c2ccc(Br)cc2)o1 the results were VP16 counter 1%, Rab9 prom act 3%, RORgamma inh 1%, ELG1 genotox -4%, uPA surface inh -7%, Tb PFK inh 1%, NPC1 prom act 1%, KCNH2 3.1 block -5, FBPA coupling cs -2, FLuc modulator -8% and Giardia killer -1.
For COc1ccc(-n2c(SC3CCOC3=O)nc3ccccc3c2=O)cc1OC (stereo not given) the results were VP16 counter 14%, Rab9 prom act 0%, RORgamma inh inconclusive, ELG1 genotox 4%, uPA surface inh -15%, Tb PFK inh 0%, NPC1 prom act -4%, KCNH2 3.1 block 10, FBPA coupling cs 3, FLuc modulator 5% and Giardia killer -13.
`O=C(NCc1ccccc1)c1cc2ccccc2o1` gave VP16 counter inconclusive, Rab9 prom act -6%, RORgamma inh 0%, ELG1 genotox inconclusive, uPA surface inh 1%, Tb PFK inh -7%, NPC1 prom act 4%, KCNH2 3.1 block -1, FBPA coupling cs -5, FLuc modulator -20% and Giardia killer 3.
For COc1ccc(C)cc1N(CC(=O)NCCSCc1ccco1)S(=O)(=O)c1ccc(C)cc1 the results were VP16 counter -16%, Rab9 prom act 6%, RORgamma inh 8%, ELG1 genotox -20%, uPA surface inh 1%, Tb PFK inh -12%, NPC1 prom act -5%, KCNH2 3.1 block -16, FBPA coupling cs 0, FLuc modulator -3% and Giardia killer 16.
Screening CCCCOc1ccc(NC(=O)Cn2c(=O)ccc3c(C)cc(C)nc32)cc1 returned VP16 counter 5%, Rab9 prom act 7%, RORgamma inh 1%, ELG1 genotox -7%, uPA surface inh -3%, Tb PFK inh 15%, NPC1 prom act 1%, KCNH2 3.1 block -14, FBPA coupling cs -1, FLuc modulator 1% and Giardia killer 8.
COc1ccc(CNc2nc3ccccc3n2CCN2CCOCC2)cc1 was read as VP16 counter -3%, Rab9 prom act -1%, RORgamma inh -9%, ELG1 genotox -3%, uPA surface inh 5%, Tb PFK inh 2%, NPC1 prom act -3%, KCNH2 3.1 block -36, FBPA coupling cs -1, FLuc modulator 2% and Giardia killer 6.
`COC(=O)c1scc(C)c1NC(=O)c1cccc(C#N)c1` gave VP16 counter -3%, Rab9 prom act -2%, RORgamma inh -1%, ELG1 genotox -4%, uPA surface inh inconclusive, Tb PFK inh 5%, NPC1 prom act 1%, KCNH2 3.1 block -1, FBPA coupling cs 0, FLuc modulator -3% and Giardia killer 10.

Copied from the listing for reference:
O=C(/C=C/c1cccc([N+](=O)[O-])c1)c1cccs1 was read as VP16 counter inconclusive, Rab9 prom act 15%, RORgamma inh inconclusive, ELG1 genotox -14%, uPA surface inh -12%, Tb PFK inh -2%, NPC1 prom act 14%, FBPA coupling cs -3, FLuc modulator inconclusive and Giardia killer -23.
CC(=O)C1=C(c2ccccc2)OC(N)=C(C#N)C1c1ccccc1F (stereo not given) was read as VP16 counter 1%, Rab9 prom act -5%, RORgamma inh -32%, ELG1 genotox 0%, uPA surface inh -8%, Tb PFK inh 5%, NPC1 prom act 0%, KCNH2 3.1 block 15, FBPA coupling cs -10, FLuc modulator -18% and Giardia killer -6.
Screening Cc1ccc(NS(=O)(=O)c2cccc(C(=O)NC3CC3)c2)c(C)c1 returned ELG1 genotox 0%, uPA surface inh -12%, Tb PFK inh 0%, KCNH2 3.1 block -9 and Giardia killer -3.

Other structures
Fc1ccc2c(c1)[C@H]1OCC[C@H]1[C@@H](c1ccco1)N2 was read as VP16 counter -6%, Rab9 prom act 2%, RORgamma inh 48%, ELG1 genotox 1%, uPA surface inh 0%, Tb PFK inh 3%, NPC1 prom act -2%, KCNH2 3.1 block 5, FBPA coupling cs 0, FLuc modulator -1% and Giardia killer -3.
For Cc1cc(Cl)ccc1NC(=O)CN1CCN(C(=O)c2ccco2)CC1 the results were VP16 counter 4%, Rab9 prom act -8%, RORgamma inh -3%, ELG1 genotox -1%, uPA surface inh -1%, Tb PFK inh 1%, NPC1 prom act 2%, KCNH2 3.1 block -38, FBPA coupling cs 2, FLuc modulator -3% and Giardia killer -3.
CCOC(=O)/C=C1\SC(C)C(=O)N1CC(=O)N(CCC#N)c1ccccc1 (stereo not given) was read as Rab9 prom act 8%, ELG1 genotox -1%, uPA surface inh -27%, Tb PFK inh -6%, NPC1 prom act -3%, KCNH2 3.1 block 27, FLuc modulator 5% and Giardia killer 9.
CN(Cc1cccc(F)c1)C(=O)c1ccc(S(=O)(=O)C(F)F)cc1 was read as VP16 counter -2%, Rab9 prom act -5%, RORgamma inh 18%, ELG1 genotox -10%, uPA surface inh 7%, Tb PFK inh 0%, NPC1 prom act 6%, KCNH2 3.1 block 16, FBPA coupling cs -2, FLuc modulator 1% and Giardia killer 2.
Screening Nc1[nH]n2c(=O)cc(-c3ccccc3)nc2c1N=Nc1ccc2c(c1)OCO2 returned VP16 counter -12%, Rab9 prom act -8%, RORgamma inh -11%, ELG1 genotox -2%, Tb PFK inh 0%, NPC1 prom act -6%, FBPA coupling cs -1 and FLuc modulator 5.4µM*.
For CCCNC(=O)N1CCN(S(C)(=O)=O)CC1 the results were VP16 counter -3%[10 µM], Rab9 prom act -2%, RORgamma inh -15%, ELG1 genotox -3%, uPA surface inh 3%, Tb PFK inh -2%, NPC1 prom act -8%, KCNH2 3.1 block 5, FBPA coupling cs 0, FLuc modulator -2% and Giardia killer 6.
